Screens as filed in PubChem.
IL-2 act: activators of IL-2; IL-2 activation reporter assay, cell-based qHTS; stimulated with anti-CD3/CD4/CD28 beads; in transgenic mouse T cells; activation, % (series mostly up to about 46 µM); 360,000 compounds, 0.065% hits; in the data active = activation above about 50%; inconclusive = mostly about 30% to 49%; also: 0% is about no effect
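Unstimulated transgenic mouse T cells; 60-min compound exposure; bead-based TCR/CD4/CD28 stimulation; 18 h culture, 37 degrees C; dual fluorescence (EGFP, DsRed) plate cytometry.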
PI5P4K alpha inh: PI5P4K alpha (human) kinase inhibition. P48426. PI5P4Kalpha enzyme, ADP-Glo luminescence, 60 min; active compounds read low. max response, %. 330,000 compounds, 1.2% hits; active = max response of -50% or lower; inconclusive = between -30% and -50%; inactive = -30% or higher; also: value at the top dose of about 77 µM; % is scaled to controls: 0 for no effect and ±100 for the full control effect
Target sequence (P48426 whole entry, looked up): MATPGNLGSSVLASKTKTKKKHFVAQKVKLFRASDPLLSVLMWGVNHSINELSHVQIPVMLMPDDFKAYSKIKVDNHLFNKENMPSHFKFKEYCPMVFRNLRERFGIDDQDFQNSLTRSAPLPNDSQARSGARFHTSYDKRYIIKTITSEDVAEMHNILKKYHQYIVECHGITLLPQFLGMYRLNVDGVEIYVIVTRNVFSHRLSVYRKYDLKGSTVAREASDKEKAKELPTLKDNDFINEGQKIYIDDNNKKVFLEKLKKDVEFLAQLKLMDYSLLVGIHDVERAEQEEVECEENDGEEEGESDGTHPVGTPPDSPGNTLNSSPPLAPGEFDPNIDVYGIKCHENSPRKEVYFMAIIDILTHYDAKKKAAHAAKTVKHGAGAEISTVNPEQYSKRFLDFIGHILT
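Single end-point luminescence (ADP-Glo) quantified ADP from PI5P4Kalpha turnover; ATP 5 microM final, 1 h at RT, 0.1% CHAPS and 0.28 mM EGTA in HEPES pH 7.4.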
GLP1R inv ag: GLP-1 receptor (human) inverse agonism; AID 624417; HEK293 GLP-1R CRE-luciferase, luminescence, 24 h; GLP-1R form is constitutively active; 410,000 compounds, 1.6% hits; Potency, µM (top dose mostly 38.3 µM), for inactives: top-dose activity change, negative = inhibition, actives largely listed as inhibitors; also: potency is read from the fitted curve at half-maximal effect; % is scaled to controls: 0 for no effect and ±100 for the full control effect; nearly all actives have a fitted effect of over 55% in size
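Cells are plated, allowed 12 hours at 37 deg C, then treated with compounds for 24 hr before luciferase detection reagent is added and luminescence is read after 12 min at room temperature. The HEK293 line carries constitutively active GLP-1R with a cAMP-responsive reporter.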
GLP1R cytotox: cytotoxicity counter-screen for GLP-1 receptor inverse agonists; HEK293 cAMP-luciferase reporter cells, luminescence, 24 h; Potency, µM (titrated, usually from 38.3 µM), inactives show top-dose activity change, negative = inhibition, usual class: inhibitors; 410,000 compounds, 0.13% hits; AID 624418;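 also: loss of luciferase light is scored as toxicity; potency is read from the fitted curve at half-maximal effect; % is scaled to controls: 0 for no effect and ±100 for the full control effect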
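To flag toxic compounds, the library was rerun on cells for 24 hr at 37 deg C and 5% CO2. Viability-linked luminescence was captured 12 min after adding luciferase detection reagent.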
GLP-1R agonist: GLP-1 receptor (human) agonism | P43220 | HEK293 GLP-1R CRE-luciferase, luminescence, 4-6 h; cells express a hypersensitive GLP-1R form | Potency, µM (titrated, usually from 45.6 µM), for inactives: at the top dose activation, actives largely listed as activators | 380,000 compounds, 0.007% hits | AID 624172; also: potency is read from the fitted curve at half-maximal effect; % of control where 0% means no effect
DRD3 antagonist: D3 dopamine receptor (human) antagonism; P35462; D3R cells, DiscoveRx beta-arrestin luminescence, antagonist mode; active compounds read low; max response, negative = inhibition, %; 360,000 compounds, 2.5% hits; AID 652054; in the data active = max response below about -50%; inconclusive = no clear call, values can overlap the other calls; also: % is scaled to controls: 0 for no effect and ±100 for the full control effect; mostly tested at two doses, the higher about 12 µM
Target sequence (P35462 whole entry, looked up): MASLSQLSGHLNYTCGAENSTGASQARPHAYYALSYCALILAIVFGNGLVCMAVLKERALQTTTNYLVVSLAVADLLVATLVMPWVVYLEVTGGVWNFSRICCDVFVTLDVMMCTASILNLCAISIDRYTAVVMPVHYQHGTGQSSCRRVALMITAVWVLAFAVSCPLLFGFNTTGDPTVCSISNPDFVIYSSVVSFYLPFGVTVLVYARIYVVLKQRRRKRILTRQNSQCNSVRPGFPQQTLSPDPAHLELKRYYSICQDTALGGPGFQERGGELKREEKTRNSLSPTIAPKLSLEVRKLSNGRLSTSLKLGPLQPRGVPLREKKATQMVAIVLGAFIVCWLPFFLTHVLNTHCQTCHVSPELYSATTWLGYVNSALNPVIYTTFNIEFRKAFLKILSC
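Cells expressing the human receptor were seeded at 1500 cells/well, incubated overnight at 37 degrees C in 5% CO2, then exposed to library compounds with dopamine controls for 90 minutes at 37 degrees C before luminescent detection.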
WRN inhibitor: blocks human WRN helicase; Q14191; WRN helicase unwinding, fluorescent forked duplex, kinetic; Potency, µM (highest dose often 114 µM), without a hit: at the top dose activity change, negative = inhibition, hits mostly inhibitors; 360,000 compounds, 0.46% hits; also: potency is read from the fitted curve at half-maximal effect; % is scaled to controls: 0 for no effect and ±100 for the full control effect; nearly all actives have a fitted effect of over 55% in size
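Screening of the MLSMR collection measured strand separation of a quenched forked DNA duplex (100 nM) by 20 nM WRN with 2 mM ATP, all final. Compounds were preincubated with enzyme 15 min at room temperature.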
D3 ag: activates the human D3 dopamine receptor; max activation, %; 410,000 compounds, 0.58% hits; P35462; D3R DiscoveRx beta-arrestin cells, luminescence, 90 min; in the data active = max activation above about 30%; also: 0% is about no effect; mostly tested at two doses, the higher about 12 µM
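Agonist mode: compounds and dopamine controls were applied to plated cells for 90 min at 37 degrees C after an overnight attachment at 1500 cells/well. Luminescent read-out followed 30 - 60 minutes at room temperature with DiscoveRx detection reagent.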
PLK1 PBD inh: blocks phosphopeptide binding to human PLK1 polo-box domain. Potency, µM, for the others: max response, negative = inhibition, usual class: inhibitors. Plk1 PBD binding of FITC phosphopeptide, fluorescence polarization. 360,000 compounds, 2.8% hits; also: potency is read from the fitted curve at half-maximal effect; series mostly up to about 57 µM; % is scaled to controls: 0 for no effect and ±100 for the full control effect; nearly all actives have a fitted effect of over 65% in size
* = called active by the depositor; [ ] = remark or other dose. Unless noted, calls follow the shape of the dose curve; as a rule, active = well fitted curve in the direction sought with a large enough effect; inconclusive = small, poorly fitted or top-dose-only effect, or another doubt; inactive = no such curve, though single readings can be large; an effect the other way counts as inactive or inconclusive.

Results for N#Cc1c(Nc2ccccc2)s[nH]c1=O ?
IL-2 act: 0.7; PI5P4K alpha inh: -27; GLP1R inv ag: 8%; GLP1R cytotox: -23%; GLP-1R agonist: -6%; DRD3 antagonist: -11; WRN inhibitor: -24%; D3 ag: -13; PLK1 PBD inh: -29%

What do the screens show for `NNC(=O)C=C1CCN(c2ncc(C(F)(F)F)cc2Cl)CC1`?
IL-2 act: -2.4; PI5P4K alpha inh: -1; GLP1R inv ag: 7%; GLP1R cytotox: 7%; GLP-1R agonist: -5%; DRD3 antagonist: -7; WRN inhibitor: -8%; D3 ag: -4; PLK1 PBD inh: -8%

How did CS(=O)(=O)c1ccc(Cl)c(NC(=O)CCc2ccccc2)c1 do in these assays?
IL-2 act: 2.3; PI5P4K alpha inh: 15; GLP1R inv ag: -2%; GLP1R cytotox: 5%; GLP-1R agonist: 1%; DRD3 antagonist: -16; WRN inhibitor: 5%[57.1 µM]; D3 ag: 4; PLK1 PBD inh: -7%

Results for COc1ccccc1NC(=O)C12CC3CC(C1)CC(c1ccc(C)cc1)(C3)C2 ?
IL-2 act: -3.8; GLP1R inv ag: inconclusive; GLP1R cytotox: 12%; GLP-1R agonist: 6%; DRD3 antagonist: -17; WRN inhibitor: 5%; D3 ag: -7; PLK1 PBD inh: -8%

How did CCN(C(=O)CN1C(=O)c2ccc([N+](=O)[O-])cc2C1=O)C1CCS(=O)(=O)C1 (stereo not drawn) do in these assays?
IL-2 act: -0.8; PI5P4K alpha inh: -9; GLP1R inv ag: 11%; GLP1R cytotox: -1%; GLP-1R agonist: -7%; DRD3 antagonist: 16; WRN inhibitor: 8%; D3 ag: 1; PLK1 PBD inh: 0%

What do the screens show for `Clc1ccc(CSc2nnc(CN3CCOCC3)n2-c2ccccc2)cc1Cl`?
IL-2 act: -0.6; PI5P4K alpha inh: 0; GLP1R inv ag: inconclusive; GLP1R cytotox: -15%; GLP-1R agonist: 1%; DRD3 antagonist: inconclusive; WRN inhibitor: 3%; D3 ag: 2; PLK1 PBD inh: -6%

Results for Cc1nc2ncnn2c(C)c1CCC(=O)NCc1ccccc1Cl ?
GLP1R inv ag: 5%; GLP1R cytotox: 4%; GLP-1R agonist: -1%; D3 ag: -4

What do the screens show for `CNc1nc2[nH]c(=O)c3c(c2s1)OC(N)=C(C#N)C3c1ccccc1` (stereo not drawn)?
IL-2 act: -0.1; PI5P4K alpha inh: inconclusive; GLP1R inv ag: 22%; GLP1R cytotox: 5%; GLP-1R agonist: -9%; DRD3 antagonist: -14; WRN inhibitor: -33%; D3 ag: -6; PLK1 PBD inh: -3%

How did NC(=O)c1ccc2c(c1)S(=O)(=O)c1ccccc1C2=O do in these assays?
IL-2 act: -0.7; PI5P4K alpha inh: -7; GLP1R inv ag: 59%[activator]; GLP1R cytotox: 7%; GLP-1R agonist: 6%; DRD3 antagonist: 26; WRN inhibitor: 5%; D3 ag: 3; PLK1 PBD inh: -1%

Results for CCc1ccc(NC(=O)C(CC)c2ccccc2)cc1 (stereo not drawn) ?
IL-2 act: -0.6; PI5P4K alpha inh: 1; GLP1R inv ag: inconclusive; GLP1R cytotox: 2%; GLP-1R agonist: -1%; DRD3 antagonist: 13; WRN inhibitor: -3%; D3 ag: 2; PLK1 PBD inh: 0%

Brought forward from above: two entries, followed by the next part.
How did NC(=O)c1ccc2c(c1)S(=O)(=O)c1ccccc1C2=O do in these assays?
IL-2 act: -0.7; PI5P4K alpha inh: -7; GLP1R inv ag: 59%[activator]; GLP1R cytotox: 7%; GLP-1R agonist: 6%; DRD3 antagonist: 26; WRN inhibitor: 5%; D3 ag: 3; PLK1 PBD inh: -1%

Results for CCc1ccc(NC(=O)C(CC)c2ccccc2)cc1 (stereo not drawn) ?
IL-2 act: -0.6; PI5P4K alpha inh: 1; GLP1R inv ag: inconclusive; GLP1R cytotox: 2%; GLP-1R agonist: -1%; DRD3 antagonist: 13; WRN inhibitor: -3%; D3 ag: 2; PLK1 PBD inh: 0%

Results for O=[N+]([O-])c1ccc(Cl)c(/C=N/N2CCN(c3ccccc3)CC2)c1 ?
IL-2 act: -0.7; GLP1R inv ag: 0%; GLP1R cytotox: 5%; GLP-1R agonist: -9%; DRD3 antagonist: -19; WRN inhibitor: 2%; D3 ag: -1; PLK1 PBD inh: -8%

Results for O=C(NCC1CCCO1)c1c(O)c2c([nH]c1=O)CCCC2 (stereo not drawn) ?
IL-2 act: -0.5; GLP1R inv ag: 8%; GLP1R cytotox: -9%; GLP-1R agonist: 0%; DRD3 antagonist: -23; WRN inhibitor: -6%; D3 ag: -9; PLK1 PBD inh: -11%

What do the screens show for `Cc1cccc(-n2nnnc2SCC(=O)c2cc(C)n(CC3CCCO3)c2C)c1` (stereo not drawn)?
IL-2 act: 4.2; PI5P4K alpha inh: -1; GLP1R inv ag: inconclusive; GLP1R cytotox: 11%; GLP-1R agonist: 18%; DRD3 antagonist: inconclusive; WRN inhibitor: -3%; D3 ag: 1; PLK1 PBD inh: -4%

What do the screens show for `CCOC(=O)CC(NC(=O)c1ccco1)c1ccc(C)cc1` (stereo not drawn)?
IL-2 act: -3.4; PI5P4K alpha inh: -4; GLP1R inv ag: -9%; GLP1R cytotox: -6%; GLP-1R agonist: 0%; DRD3 antagonist: 15; WRN inhibitor: 1%; D3 ag: 1; PLK1 PBD inh: -1%

What do the screens show for `O=C(Cn1c(C(F)(F)F)nc2ccccc21)c1ccccc1`?
IL-2 act: -0.1; GLP1R inv ag: inconclusive; GLP1R cytotox: -13%; GLP-1R agonist: 1%; DRD3 antagonist: 14; WRN inhibitor: -6%; D3 ag: 10; PLK1 PBD inh: 0%

What do the screens show for `O=C(CNS(=O)(=O)c1ccc(Br)cc1)N1CCN(Cc2ccccc2)CC1`?
IL-2 act: -0.8; PI5P4K alpha inh: 0; GLP1R inv ag: inconclusive; GLP1R cytotox: -29%; GLP-1R agonist: 0%; DRD3 antagonist: 14; WRN inhibitor: 7%; D3 ag: 3; PLK1 PBD inh: 7%

What do the screens show for `CCOC(=O)CSc1[nH]c2cc(OC)ccc2c1[N+](=O)[O-]`?
IL-2 act: 0.0; PI5P4K alpha inh: -4; GLP1R inv ag: 2%[0.307 µM]; GLP1R cytotox: -5%[0.307 µM]; GLP-1R agonist: -16%; DRD3 antagonist: 0; WRN inhibitor: -2%; D3 ag: 7; PLK1 PBD inh: -3%

Results for CCC(C)(C)NC(=O)C(c1ccncc1)N(C(=O)c1sc(C)nc1C)c1ccc(C)cc1 (stereo not drawn) ?
IL-2 act: -1.3; PI5P4K alpha inh: 6; GLP1R inv ag: 1%; GLP1R cytotox: 2%; GLP-1R agonist: 3%; DRD3 antagonist: 16; WRN inhibitor: 0%; D3 ag: 1; PLK1 PBD inh: -4%

What do the screens show for `Cc1n(Cc2ccccc2)c2cc([N+](=O)[O-])ccc2[n+]1Cc1ccccc1`?
IL-2 act: 1.3; PI5P4K alpha inh: 1; GLP1R inv ag: -10%; GLP1R cytotox: 1%; GLP-1R agonist: -2%; DRD3 antagonist: -3; WRN inhibitor: 6%; D3 ag: -1; PLK1 PBD inh: 2%

What do the screens show for `N#CC1=C(N)OC2=C(C(=O)CCC2)C12CCC1(CC2)OCCO1`?
IL-2 act: -0.9; GLP1R inv ag: 7%; GLP1R cytotox: -10%; GLP-1R agonist: -8%; DRD3 antagonist: 15; WRN inhibitor: -2%; D3 ag: 0; PLK1 PBD inh: -10%

How did Cc1cc(C(=O)NCCCN2CC(C)CC(C)C2)n(-c2ccccc2)n1 (stereo not drawn) do in these assays?
IL-2 act: -1.8; PI5P4K alpha inh: 0; GLP1R inv ag: -10%; GLP1R cytotox: 3%; GLP-1R agonist: 10%; DRD3 antagonist: -19; WRN inhibitor: 1%; D3 ag: -2; PLK1 PBD inh: -7%

What do the screens show for `O=c1cc(N2CCOCC2)[nH]c(=O)n1Cc1ccc(F)cc1`?
IL-2 act: -0.3; PI5P4K alpha inh: 0; GLP1R inv ag: 10%; GLP1R cytotox: 9%; GLP-1R agonist: -5%; DRD3 antagonist: 14; WRN inhibitor: -4%; D3 ag: -7; PLK1 PBD inh: -6%

What do the screens show for `C/C(=N\Nc1ccc(Cl)c(C(=O)O)c1)c1ccc2c(c1)OCO2`?
IL-2 act: 1.3; PI5P4K alpha inh: -23; GLP1R inv ag: 22%; GLP1R cytotox: 7%; GLP-1R agonist: -3%; DRD3 antagonist: 3; WRN inhibitor: -25%; D3 ag: 3; PLK1 PBD inh: -16%

Results for CC1(c2ccccc2)CC(C)(C)N2C(=O)/C(=C3\SC(=S)NC3=O)c3cccc1c32 (stereo not drawn) ?
IL-2 act: -0.3; PI5P4K alpha inh: -25; GLP1R inv ag: 2%; GLP1R cytotox: -5%; GLP-1R agonist: 1%; DRD3 antagonist: -7; WRN inhibitor: 0%; D3 ag: -18; PLK1 PBD inh: 24µM*

How did CC(=O)c1noc(C)c1C(=O)Nc1nccs1 do in these assays?
IL-2 act: -1.5; PI5P4K alpha inh: 7; GLP1R inv ag: 0%; GLP1R cytotox: -3%; GLP-1R agonist: 2%; DRD3 antagonist: 46; WRN inhibitor: -11%; D3 ag: 0; PLK1 PBD inh: -4%

How did COc1cc(/C=C/C(=O)NC(C)CCc2ccccc2)cc(OC)c1OC (stereo not drawn) do in these assays?
IL-2 act: -2.6; PI5P4K alpha inh: 2; GLP1R inv ag: 7%; GLP1R cytotox: 2%; GLP-1R agonist: 6%; DRD3 antagonist: -11; WRN inhibitor: -6%; D3 ag: 0; PLK1 PBD inh: -17%

Results for COc1cccc(CCc2nnc(CCC(=O)N(C)C3CC(C)(C)NC(C)(C)C3)o2)c1 ?
IL-2 act: -3.9; PI5P4K alpha inh: -6; GLP1R inv ag: -4%; GLP1R cytotox: 2%; GLP-1R agonist: -1%; DRD3 antagonist: -10; WRN inhibitor: -8%; D3 ag: -4; PLK1 PBD inh: -7%

What do the screens show for `O=C(NCN1C(=O)C2C3C=CC(C3)C2C1=O)Nc1nccs1` (stereo not drawn)?
IL-2 act: 0.7; PI5P4K alpha inh: 3; GLP1R inv ag: -17%; GLP1R cytotox: 17%; GLP-1R agonist: 0%; DRD3 antagonist: -29; WRN inhibitor: -2%; D3 ag: -4; PLK1 PBD inh: -8%
